High-throughput results as filed in PubChem.
V1aR counter: V1a receptor agonism, counter-screen for OXTR agonists; AID 2797; CHO-V1R cells, Fluo-8 calcium fluorescence, agonist mode; 0% DMSO, 100% 3 nM vasopressin; activation, % at 3 µM; 320,000 compounds, 0.25% hits; P37288;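 active = activation above the mean activation of all tested compounds plus 3 SD, per screening run, cut at about 20% in these data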;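 note: signal is peak over basal fluorescence ratio across a 100 second FLIPR read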
Target sequence (P37288 whole entry, looked up): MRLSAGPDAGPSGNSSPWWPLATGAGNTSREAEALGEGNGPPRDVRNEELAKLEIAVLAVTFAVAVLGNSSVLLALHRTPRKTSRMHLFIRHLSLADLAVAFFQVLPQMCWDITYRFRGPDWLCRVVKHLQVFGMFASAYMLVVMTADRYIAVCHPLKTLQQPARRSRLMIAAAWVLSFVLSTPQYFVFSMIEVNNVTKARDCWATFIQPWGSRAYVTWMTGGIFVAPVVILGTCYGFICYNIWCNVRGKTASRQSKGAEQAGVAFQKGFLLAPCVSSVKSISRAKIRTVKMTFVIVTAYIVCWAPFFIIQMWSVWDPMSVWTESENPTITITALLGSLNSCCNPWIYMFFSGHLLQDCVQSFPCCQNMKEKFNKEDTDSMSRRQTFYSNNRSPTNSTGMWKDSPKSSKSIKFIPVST
GPR7 antag: blocks human GPR7 receptor signaling; inhibition, % at 4.4 µM; 290,000 compounds, 1.1% hits; AID 1861; GPR7-expressing cells, fluorescence antagonist assay; in the data active = inhibition above about 16%, passing the limit was not always enough;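 note: cells stimulated with the agonist NPW; 0% = agonist with vehicle and 100% = vehicle without agonist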
PHOSPHO1 inh: blocks human PHOSPHO1 phosphatase activity | Q8TCT1 | recombinant PHOSPHO1, absorbance phosphatase assay | inhibition, % at 13.3 µM | 290,000 compounds, 1.1% hits; in the data active = inhibition above about 60%
Target sequence (Q8TCT1 whole entry, looked up): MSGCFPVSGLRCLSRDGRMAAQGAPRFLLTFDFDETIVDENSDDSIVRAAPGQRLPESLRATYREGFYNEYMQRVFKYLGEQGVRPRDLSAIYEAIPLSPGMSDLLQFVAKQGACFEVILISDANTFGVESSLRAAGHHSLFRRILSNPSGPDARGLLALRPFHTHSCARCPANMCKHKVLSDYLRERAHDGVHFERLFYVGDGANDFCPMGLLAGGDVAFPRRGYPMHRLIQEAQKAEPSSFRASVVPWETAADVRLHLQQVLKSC
GalR3 antag: antagonists of human GalR3 | inhibition, % at 3 µM | AID 651719 | 360,000 compounds, 0.44% hits | O60755 | HEK293 GalR3-CNG cAMP membrane potential fluorescence; galR3 body fused to GalR1 C-terminus;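 active = inhibition above the screen-wide average plus 3 SD, cut at about 13% in these data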;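 note: forskolin and galanin both at EC90 stimulate the cells; cAMP rise reported by CNG channel membrane potential dye signal; 0% = forskolin plus galanin with DMSO and 100% = forskolin alone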
MEKK2wt PB1 HTS: raises or lowers MEK5 binding to wildtype human MEKK2 PB1 domain; binding response (% of control), % at 10 µM; Q9Y2U5; bead flow cytometry, Alexa488-MEK5 binding to MEKK2 WT; actives lie on both sides; 290,000 compounds, 1.1% hits; in the data active = binding response below about 67% or above about 130%
OXTR agonist: human OXTR agonism; P30559; CHO-OTR cells, Fluo-8 calcium fluorescence; normalized: DMSO 0%, oxytocin 100%; activation, % at 3 µM; 320,000 compounds, 0.32% hits; AID 2435;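 active = activation above the mean of all tested compounds plus 3 SD, cutoff set per screening run, cut at about 20% in these data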;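 note: peak over basal fluorescence ratio from a 100 s FLIPR kinetic read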
Target sequence (P30559 whole entry, looked up): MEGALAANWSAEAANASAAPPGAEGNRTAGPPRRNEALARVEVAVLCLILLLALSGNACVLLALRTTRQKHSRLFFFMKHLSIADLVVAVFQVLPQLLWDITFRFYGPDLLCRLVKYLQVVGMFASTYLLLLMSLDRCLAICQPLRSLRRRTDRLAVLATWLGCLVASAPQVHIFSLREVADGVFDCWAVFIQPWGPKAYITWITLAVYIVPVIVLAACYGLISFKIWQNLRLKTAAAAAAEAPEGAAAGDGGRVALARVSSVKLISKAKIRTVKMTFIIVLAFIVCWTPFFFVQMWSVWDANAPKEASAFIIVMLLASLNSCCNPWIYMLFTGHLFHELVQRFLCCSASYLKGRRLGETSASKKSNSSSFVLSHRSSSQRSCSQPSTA
MEKK3 PB1 HTS: MEKK3-MEK5 PB1 interaction, increase or decrease. 290,000 compounds, 1.4% hits. AID 1529. bead-based flow cytometry, Alexa488-MEK5 binding to MEKK3; actives lie on both sides; 0 = blocked by unlabeled MEK5, 100 = vehicle. binding response (% of control), % at 10 µM;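 active = binding response more than 3 SD above or below the average of its plate-row segment, actives on both sides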;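 note: Alexa488 bead fluorescence after subtracting the streptavidin-only scavenger bead signal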
MEKK2 mut-MEK5: signal of MEK5 binding to mutant human MEKK2 PB1 domain; bead flow cytometry, Alexa488-MEK5 binding to MEKK2 mutant; percent response, % at 10 µM; 290,000 compounds, 0.35% hits; in the data active = percent response above about 24%, passing the limit was not always enough; note: inactives centre near 1; some results filed as inactive read as strong as hits; reference of the scale not given here
NALP1 yeast inh: inhibitors of NALP1 inflammasome in yeast | S. cerevisiae NALP1/ASC/caspase-1 growth, X-gal OD620, 72 h | inhibition, % at 10 µM | 280,000 compounds, 0.61% hits | AID 2071; in the data active = inhibition mostly above about 24%, no sharp cut-off; inactive = mostly below about 32%; note: some compounds called inactive have numbers as strong as hits
* = called active by the depositor; nt = no result given; [ ] = another dose, or the depositor's remark.

SMILES	V1aR counter	GPR7 antag	PHOSPHO1 inh	GalR3 antag	MEKK2wt PB1 HTS	OXTR agonist	MEKK3 PB1 HTS	MEKK2 mut-MEK5	NALP1 yeast inh
CCOc1ccccc1C1C(C#N)=C(SCC(=O)OC)NC(=O)C1C(=O)OC (configuration not stated)	-0.1	-3	1	-3	100	-1.2	99	5	-10
CCc1c(O)c(/C(C)=N\O)c(=O)n(-c2ccccc2)c1-c1ccccc1	-0.5	-6	4	-1	101	-2.0	98	-3	9
Cc1c(N2C(=O)c3cccc4cccc(c34)C2=O)c(=O)n(-c2ccccc2)n1C	-0.6	7	-22	9	101	-2.5	102	11	21
CC(=O)c1ccc(NC(=O)CN2C(=O)/C(=C/C(C)=C/c3ccccc3)SC2=S)cc1	nt	10	-27	-2	97	nt	90	0	-4
COc1ccc(C(=O)Nc2ccc(C)cc2C(=O)c2ccccc2)c(OC)c1	0.3	-5	2	-4	104	-2.4	99	6	40
Cc1ccccc1NC(=O)C1Cc2ccccc2CN1C(=O)OCc1ccccc1 (configuration not stated)	-0.5	-1	11	-5	98	-2.2	100	-2	22
CCOC(=O)c1sc(NNC(=O)c2ccc(C)cc2)nc1C	-1.9	-6	33	-2	100	4.0	105	-1	-11
CCCn1c(C2CCCN2c2nc(-c3ccc(C)cc3)cs2)nc2cc(Cl)c(N3CCCCC3)cc21 (configuration not stated)	-1.2	-14	-52	0	95	-1.6	98	-1	12
CCOc1ccc(C(C(=O)NC2CCCC2)N(C(=O)c2snc(C(N)=O)c2N)c2cccc(O)c2)cc1 (configuration not stated)	3.1	-12	24	-5	91	5.0	98	5	9
Cc1ccccc1NC(=O)CCN1CCN(Cc2ccccc2)CC1	0.2	-6	-8	-3	92	1.5	95	0	23
O=C(N/N=C/c1ccc2c(c1)OCO2)c1cc(-c2ccncc2)nc2ccccc12	0.1	-3	-5	-3	103	0.1	104	3	21
CC1CC(C)CN(S(=O)(=O)c2ccc(Cl)cc2)C1 (configuration not stated)	0.6	-19	29	-9	107	-1.8	102	3	-14
COc1ccc(OC)c(-c2csc(CCn3nc(C)cc3C)n2)c1	-0.2	-9	32	-1	97	-1.6	101	-2	-4
Cc1ccc(C)c(Nc2ccc(C(=O)NCCc3ccccc3)cn2)c1	1.9	-5	6	-4	101	-2.9	118	-1	5
COCCn1c(SCC(=O)Nc2nc3ccccc3s2)nnc1-c1ccoc1C	0.9	-11	nt	0	105	1.0	109	0	nt
COC(=O)c1[nH]c2ccc(C)cc2c1NC(=O)c1ccccc1[N+](=O)[O-]	2.9	-3	5	1	100	0.5	100	-1	33
CC(=O)c1c(C)nc(-c2ccccc2)nc1NC(=O)Cc1ccccc1	-0.9	3	51	-2	97	-0.4	101	-5	-3
CCOC(=O)N1CCC(NC(=O)c2ccc(CO)c(C(=O)NC3CCN(C(=O)OCC)CC3)c2)CC1	0.9	-5	44	-3	117	0.5	122	1	-12
COc1cccc(Nc2ncnc3c2cnn3-c2cccc(C)c2)c1	0.2	3	13	-3	106	-0.4	107	2	17
COc1ccc(Cn2c(-c3ccccc3)nc3c(c(=O)c4ccccc4n3C)c2=O)cc1	0.4	-8	11	0	110	-1.5	103	15	38
O=S(=O)(c1cccc2nonc12)N1CCN(c2ccc(F)cc2)CC1	3.4	8	6	-2	97	0.9	95	2	-2
CC(C)(C)c1nc(SCC(=O)NC2CCCC2)c2ccccc2n1	2.9	-6	22	-8	106	-2.8	104	10	15
Cc1ccc(NC(=O)C(C)SCc2nc3sc4c(c3c(=O)[nH]2)CCCC4)nc1 (configuration not stated)	0.5	-11	18	-6	98	-0.2	94	2	1
CCN(CC)c1ccc(/C=N/N2CCN(c3ccccc3OC)CC2)cc1	-1.3	-10	19	-10	108	-2.0	110	8	12
C=CCNC(=O)/C(=C\c1cccc([N+](=O)[O-])c1)NC(=O)c1ccccc1	0.5	-6	19	-2	99	-1.9	99	1	14

(further entries)
SMILES	V1aR counter	GPR7 antag	PHOSPHO1 inh	GalR3 antag	MEKK2wt PB1 HTS	OXTR agonist	MEKK3 PB1 HTS	MEKK2 mut-MEK5	NALP1 yeast inh
CCOC(=O)c1sc(=NC(=O)COc2ccccc2)n(C)c1C	0.2	-4	-63	-2	115	-0.9	117	2	-7
Fc1cccc(NC(=S)NCc2ccccn2)c1	1.3	-8	-9	-7	90	0.0	95	-2	5
O=c1c(NCCc2ccc(Cl)cc2)c(-c2ccccc2)c1=O	4.1	-3	26	-8	104	6.2	103	4	20
Cc1cnc(NC(=O)Cc2c[nH]c3ccccc23)s1	0.6	5	11	-8	102	0.1	103	4	4
CCCC(=O)Oc1c(S(=O)(=O)c2ccc(C)cc2)c(C)nn1C(C)(C)C	-0.5	-10	-10	-8	98	0.1	101	-2	10
CCOC(=O)C1CCCN(S(=O)(=O)c2c(C)[nH]c(C)c2C(=O)N2CCCC2)C1 (configuration not stated)	-1.1	-11	20	-5	97	-0.2	98	0	22
COc1ccc(CNC(=O)C2CCCN(S(=O)(=O)c3c(C)n[nH]c3C)C2)cc1 (configuration not stated)	0.9	0	-14	-6	89	-1.4	88	-5	13
COc1ccc(CCNC(=O)CSc2ccccn2)cc1	0.0	-14	51	-5	97	-0.4	98	-2	-18
CCCOc1ccccc1NC(=O)Nc1ccccc1Cl	-1.4	-13	-6	-3	104	-2.9	102	2	19
COc1ccc(Nc2ncnc3c2cnn3Cc2ccccc2)cc1	-1.1	9	9	-4	nt	-0.3	nt	nt	-17
CCCCNC(=O)COC(=O)c1ccc(NC(C)=O)cc1	-0.8	1	17	2	110	1.1	108	0	-2
O=C(NCCN1CCCC1)c1ccc2c(c1)N(Cc1ccccc1)C(=O)c1ccccc1S2(=O)=O	-0.2	12	60	-1	122	-0.1	105	13	3
CCN(C(=O)COC(=O)c1ccccc1SCC(=O)NC1CCCCCCC1)C1CCS(=O)(=O)C1 (configuration not stated)	-1.5	-1	9	4	108	-1.6	108	-2	34
C=CCn1c(SCc2cc(C(C)=O)ccc2OCC)nc2ccccc2c1=O	0.8	15	4	-7	95	-1.6	94	-2	20
COc1ccccc1Nc1nc2cc(C)ccc2cc1C#N	1.3	-7	37	-6	95	0.1	102	-8	3
COc1ccc(N2CCN(C(CNC(=O)C(=O)NCc3cccnc3)c3ccco3)CC2)cc1 (configuration not stated)	1.7	-10	-26	3	99	2.1	76	1	4
COc1ccccc1N(CC(=O)NCc1ccco1)S(C)(=O)=O	0.1	-11	28	-7	98	-0.3	100	-2	0
O=C(Nc1ccc(N2CCOCC2)c(Cl)c1)c1cccnc1	0.9	-9	34	7	98	0.5	101	2	8
c1ccc2c(c1)[nH]c1nc3nncn3nc12	0.1	-13	-8	1	106	-1.0	108	5	25
O=C(COC(=O)C1CC(O)CN1S(=O)(=O)c1ccc(Cl)cc1)c1ccccc1 (configuration not stated)	1.5	-5	11	-4	102	2.0	119	0	25
O=C(CSc1nc2c(sc3ccccc32)c(=O)n1Cc1ccco1)NCC1CCCO1 (configuration not stated)	-1.1	-15	-10	0	3.0*[inhibitor]	-0.9	2.0*[inhibitor]	-21	11
O=C(NCCN1CCCCCC1)c1ccc(CS(=O)(=O)c2ccc(Br)cc2)o1	-0.4	-14	5	nt	169*	-0.8	99	26*	3
Cc1ccc(-c2csc3ncnc(N4CCc5ccccc5C4)c23)cc1	-1.1	-1	-2	-12	95	-1.7	95	7	34
C/C(=N\NC(=O)CSc1nc(C)cc(C)n1)c1cccs1	1.8	2	-4	-2	102	0.8	100	-1	-1
CCS(=O)(=O)Nc1ccc(C(=O)CC2(O)C(=O)Nc3ccc(Br)cc32)cc1 (configuration not stated)	0.4	0	-8	3	102	0.2	101	7	-2

(cont.)
SMILES	V1aR counter	GPR7 antag	PHOSPHO1 inh	GalR3 antag	MEKK2wt PB1 HTS	OXTR agonist	MEKK3 PB1 HTS	MEKK2 mut-MEK5	NALP1 yeast inh
COc1cc(C(C2C(=O)CC(C)(C)CC2=O)C2C(=O)CC(C)(C)CC2=O)ccc1O	-0.1	4	nt	-12	96	-0.2	100	-2	7
COc1cccc(N2CCN(CC(=O)NCc3cccs3)CC2)c1	-1.2	-7	0	1	100	-1.4	96	-1	28
CCOC(=O)c1sc2nc(C)nc(Nc3ccccc3)c2c1C	-0.5	-7	-3	-2	97	-0.8	103	-2	0
CN(c1ccccc1)S(=O)(=O)c1ccc(C(=O)NCC2CCCO2)cc1 (configuration not stated)	1.3	-3	-21	-2	111	0.9	109	11	-4
COc1cc(/C=C2/N=C(c3ccccc3F)OC2=O)cc(Cl)c1OS(C)(=O)=O	0.4	2	-23	-6	98	0.4	97	4	-3
CN(C(=O)CSc1nc2ccccc2s1)c1c(N)n(Cc2ccccc2)c(=O)[nH]c1=O	0.0	-7	20	-2	100	0.7	96	-1	1
Cn1c(SCc2cccc(Br)c2)nnc1-c1ccncc1	1.2	3	14	-7	103	0.0	104	5	7
CCCn1c2ccccc2c2cnn(CC(=O)NC3CCN(Cc4ccccc4)CC3)c(=O)c21	0.2	-7	24	-8	109	0.8	98	3	5
Cc1c(Cl)cccc1NC(=O)NCc1ccc(F)cc1	0.8	-9	32	-4	93	-0.4	103	-4	-2
CC(C)N1CCC2(CC1)Oc1ccc(Br)cc1C1CC(c3cccnc3)=NN12 (configuration not stated)	3.1	-13	20	3	100	4.2	98	-1	nt
C/C(CC(=O)Nc1ccc(F)cc1)=N\NC(=O)COc1ccccc1	-0.5	-7	-8	-3	95	-1.0	94	-3	35
O=C(CNc1cccc(F)c1)N1CCc2ccccc2C1	-0.7	10	14	-11	105	-2.0	107	7	9
COc1ccccc1/C=C1\SC(=S)N(NS(=O)(=O)c2ccc(C)cc2)C1=O	-0.7	7	42	-8	92	-1.0	93	-3	-3
CCS(=O)(=O)c1ccc2oc(SCC(=O)N3CCCCC3)nc2c1	1.2	-5	12	-5	67	1.7	48*[inhibitor]	-14	0
Cc1cccc(N(CC(=O)NCCSc2ccccn2)S(=O)(=O)c2ccccc2)c1	0.3	-7	-15	0	105	-0.2	102	2	12
CCc1c(C)nc(SCC(=O)NC2CCCC2)[nH]c1=O	0.1	-9	24	-7	95	0.4	98	-5	16
CN(C)c1cccc2c1C(=O)c1ccccc1C2=O	-2.2	-6	-10	-4	94	-2.1	94	-3	45
CN1CCC(N(C)S(=O)(=O)c2ccc(NC(=O)COc3ccc(F)cc3Cl)cc2)CC1	5.7	7	8	2	118	5.7	97	9	7
CN(C)CCCNC(=O)c1ccc2[nH]c3ccccc3c2c1	0.5	-7	22	-8	117	0.1	95	0	-11
CC(C)(C)c1ccc(NC(=O)c2ccc3c(c2)S(=O)(=O)c2ccccc2C3=O)cc1	0.2	nt	nt	0	97	0.3	104	1	nt
O=C(COC(=O)c1cccc(N2C(=O)c3ccccc3C2=O)c1)Nc1ccccc1	2.0	-4	-14	-5	112	1.1	100	14	22

An excerpt from above in order of SMILES length, low to high.
SMILES	V1aR counter	GPR7 antag	PHOSPHO1 inh	GalR3 antag	MEKK2wt PB1 HTS	OXTR agonist	MEKK3 PB1 HTS	MEKK2 mut-MEK5	NALP1 yeast inh
c1ccc2c(c1)[nH]c1nc3nncn3nc12	0.1	-13	-8	1	106	-1.0	108	5	25
CCOc1ccccc1C1C(C#N)=C(SCC(=O)OC)NC(=O)C1C(=O)OC (configuration not stated)	-0.1	-3	1	-3	100	-1.2	99	5	-10
CCCn1c(C2CCCN2c2nc(-c3ccc(C)cc3)cs2)nc2cc(Cl)c(N3CCCCC3)cc21 (configuration not stated)	-1.2	-14	-52	0	95	-1.6	98	-1	12
